# Tb PYK inh: T. brucei pyruvate kinase inhibition; Q57TT1; TbPYK enzyme, Kinase-Glo Plus ATP luminescence, 45 min; Potency, µM (highest dose often 76.8 µM), for inactives: at the top dose activity, negative = inhibition, most hits filed as inhibitors; actives 0.12% (n = 410,000); AID 624173; further: potency means the concentration at half of the fitted maximal effect; nearly all actives have a fitted effect of over 50% in size
#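 Quantitative HTS: titrated library compounds versus trypanosomal pyruvate kinase in TEA buffer (pH 7.2) containing KCl, MgCl2, BSA and Tween-20. Reactions were initiated with ADP, 130 uM final. Kinase-Glo Plus luminescence was read after 45 min at RT.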
# LmPK inh: blocks Leishmania mexicana pyruvate kinase activity. Q27686. purified LmPK, Kinase-Glo ATP luminescence, 1 h. Potency, µM (titrated, usually from 57.5 µM), for inactives: at the highest dose activity change, negative = inhibition, most hits filed as inhibitors. actives 0.37% (n = 290,000); further: potency means the concentration at half of the fitted maximal effect
# Target sequence (Q27686 whole entry, looked up): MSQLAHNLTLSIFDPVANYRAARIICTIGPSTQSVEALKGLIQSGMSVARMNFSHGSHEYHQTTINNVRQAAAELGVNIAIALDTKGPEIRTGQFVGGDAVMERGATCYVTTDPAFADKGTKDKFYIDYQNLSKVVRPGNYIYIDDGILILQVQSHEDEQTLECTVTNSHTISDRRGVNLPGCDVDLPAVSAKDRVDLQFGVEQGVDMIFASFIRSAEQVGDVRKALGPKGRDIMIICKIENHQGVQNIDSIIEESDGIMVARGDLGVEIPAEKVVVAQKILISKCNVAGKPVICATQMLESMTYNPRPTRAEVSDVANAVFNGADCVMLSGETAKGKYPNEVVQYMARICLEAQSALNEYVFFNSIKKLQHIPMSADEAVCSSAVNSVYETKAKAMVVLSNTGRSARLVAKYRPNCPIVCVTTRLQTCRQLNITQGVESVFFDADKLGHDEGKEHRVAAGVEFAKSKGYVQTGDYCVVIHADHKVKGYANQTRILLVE
#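 Screened at intermediate enzyme activity to detect both inhibitors and activators: LmPK at 0.1 nM, with a 0.5 nM enzyme column as activation reference. PEP 0.5 mM, ADP 0.1 mM; ATP detected by luminescence after 1 h.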
# AmpC inh detg: inhibitors of E. coli AmpC beta-lactamase with detergent. P00811. AmpC hydrolysis of nitrocefin, absorbance 480 nm, 0.01% Triton. Potency, µM (doses to about 114 µM), inactives show at the top dose activity change, negative = inhibition, actives largely listed as inhibitors. actives 0.041% (n = 370,000);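 further: potency means the concentration at half of the fitted maximal effect; 0% = no-compound wells and -100% = no-enzyme wells; nearly all actives have a fitted effect of over 25% in size; some results filed as inactive show a strong effect at the top dose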
# Target sequence (P00811 whole entry, looked up): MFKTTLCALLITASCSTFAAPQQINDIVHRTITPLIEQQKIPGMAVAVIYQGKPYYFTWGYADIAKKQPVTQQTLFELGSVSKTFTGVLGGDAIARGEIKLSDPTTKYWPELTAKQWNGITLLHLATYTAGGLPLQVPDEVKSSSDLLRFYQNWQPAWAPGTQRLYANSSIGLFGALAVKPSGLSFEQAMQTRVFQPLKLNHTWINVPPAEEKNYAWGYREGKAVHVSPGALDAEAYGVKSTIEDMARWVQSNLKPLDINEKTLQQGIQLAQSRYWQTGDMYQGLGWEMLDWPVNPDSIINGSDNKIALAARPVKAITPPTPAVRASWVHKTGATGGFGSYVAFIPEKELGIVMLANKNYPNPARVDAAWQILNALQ
#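 20 mM phosphate pH 7.0 + 0.01% (detergent screen) or 0.0001% Triton X-100; 5.3 nM AmpC reagent; cpd preinc 15 min RT; nitrocefin (800 uM stock) to start; A480 q20 s × 4 min; Activity was normalised to no-enzyme and no-compound control wells.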
# AMA1 RON2 block: disrupts binding of P. falciparum AMA1 to RON2. AlphaScreen AMA1-biotinylated RON2 peptide binding. Potency, µM (doses to about 58.2 µM), inactives show at the highest dose activity change, negative = inhibition, hits mostly inhibitors. actives 0.2% (n = 360,000). AID 720542;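 further: potency means the concentration at half of the fitted maximal effect; 0% = vehicle wells and -100% = peptide control; nearly all actives have a fitted effect of over 45% in size; some results filed as inactive show a strong effect at the top dose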
#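 AMA1 (3D7) with his tag at 25 nM final met compounds first, then biotinylated RON2 peptide at 25 nM; detection used donor plus acceptor beads, 10 µg/mL apiece, read by AlphaScreen after 30 min at room temperature.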
# HCMV antiviral: human cytomegalovirus inhibition. HFF cells, HCMV-luciferase reporter, 72 h; active compounds read low. activity change, negative = inhibition, % at 57.5 µM. actives 4.5% (n = 410,000); in the data active means activity change below about -60%; inconclusive means no clear call, values can overlap the other calls; inactive means above about -39%
#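 Screen run at 2 compound doses on HFFs infected with reporter HCMV, MOI 1 PFU/cell. Luciferase activity from cell lysates at 72 h post infection gave inhibition relative to buffer-only and Salinomycin wells.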
# AmpC inh no detg: inhibitors of E. coli AmpC beta-lactamase without detergent; P00811; Potency, µM (series often up to 57.1 µM), without a hit: at the top dose activity change, negative = inhibition, usual class: inhibitors; AmpC nitrocefin hydrolysis, absorbance 480 nm, 0.0001% Triton; actives 0.52% (n = 330,000);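 further: potency means the concentration at half of the fitted maximal effect; plate controls were no compound for no effect and no enzyme for full effect; nearly all actives have a fitted effect of over 20% in size; some results filed as inactive show a strong effect at the top dose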
#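 AmpC (5.3 nM in the dispensed reagent) in 20 mM phosphate pH 7.0 with 0.01% (detergent screen) or 0.0001% Triton X-100 was preincubated with compounds for 15 min at room temperature. Nitrocefin was then added from an 800 uM solution, and hydrolysis was followed at 480 nm.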
# HCV inhibitor: inhibitors of hepatitis C virus infection | actives 3.4% (n = 340,000) | Huh7.5.1 HCVcc-Cre infection, luciferase reporter, 44 h | AID 651820 | Potency, µM (series often up to 41.8 µM), for inactives: at the top dose activity change, negative = inhibition, actives largely listed as inhibitors; further: potency means the concentration at half of the fitted maximal effect
#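 Antiviral activity was scored by luciferase reporter output from cells infected with HCVcc-Cre (~0.5 moi) in presence of compound, 44 h infection period, cells seeded 1,000/well 4 h prior.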
# * = called active by the depositor; ? = inconclusive; . = no result given; & = joins results of further samples; [ ] = another dose, or the depositor's remark. Unless noted, the call rests on the fitted dose curve; in most records, active means well fitted curve in the direction sought with a large enough effect; inconclusive means small, poorly fitted or top-dose-only effect, or another doubt; inactive means no such curve, though single readings can be large; an effect the other way counts as inactive or inconclusive. Unless noted, on the % scale 0 is the no-effect control and ±100 the full control effect. Outcome played no part in choosing rows; any-hit rate near 7.5%.
# The opening 2 records (preview)
SMILES,Tb PYK inh,LmPK inh,AmpC inh detg,AMA1 RON2 block,HCMV antiviral,AmpC inh no detg,HCV inhibitor
Cc1cc(C)c(S(=O)(=O)c2ccccc2Cl)c(=O)[nH]1,2%,-3%,-15%,-4%,-10,-25%,15%
Cc1cc2occ(CC(=O)O)c2cc1C,-4%,-6%,?,2%,22,-13%,5%

# The listing, from the first entry:
SMILES,Tb PYK inh,LmPK inh,AmpC inh detg,AMA1 RON2 block,HCMV antiviral,AmpC inh no detg,HCV inhibitor
Cc1cc(C)c(S(=O)(=O)c2ccccc2Cl)c(=O)[nH]1,2%,-3%,-15%,-4%,-10,-25%,15%
Cc1cc2occ(CC(=O)O)c2cc1C,-4%,-6%,?,2%,22,-13%,5%
Cc1cccc(C(=O)N[C@H](C(=O)Nc2nnc(C3CC3)s2)C(C)C)c1,-12%,3%,-7%,-2%[2.32 µM],-19,-30%,2%
COc1cccc(-c2cnc3c(NC=O)cc(-c4ccc(N5CCN(C)CC5)cc4)cn23)c1,-8%,.,.,?,20,.,.
CCOC(CNC(=O)c1nnc(Cc2cc(OC)c(OC)c(OC)c2)o1)OCC,1%,-5%,7%,-2%,-9,-5%,7%
O=C(c1ccc(F)cc1)N1CCC(C(=O)N2CCN(S(=O)(=O)c3cccc([N+](=O)[O-])c3)CC2)CC1,5%,.,-15%,10%,1,101%[activator],-14%
Cc1cc(C(=O)COC(=O)c2cc(O)c3ccccc3c2O)c(C)n1CC1CCCO1 (stereo not drawn),?,-20%,-6%,-7%,.,-32%,?
O=C1c2ccccc2-c2onc3ccc(NCCCn4ccnc4)c1c23,1%,-25%,0%,24µM*,.,64%[activator],13µM*
COc1ccc(NC(=O)CCCC(=O)OCC(F)(F)C(F)F)cc1,-2%,3%,?,7%,14,-12%,-2%
CC1Cc2ccccc2N1S(=O)(=O)c1nnc(NC(=O)c2ccccc2Br)s1 (stereo not drawn),-3%,.,21%,.,-10,.,.
Cc1cc(C)c(S(=O)(=O)c2ccc(Cl)cc2)c(=O)[nH]1,19%,-1%,-16%,16%,6,-10%,-2%
CC[C@]12c3[nH]c4cc(CCC(=O)N(C)C)ccc4c3CCN1C(=O)[C@@H](CC(=O)NCc1ccc(OC)c(OC)c1)C[C@@H]2C(=O)N1CCN(C(=O)C2CC2)CC1,2%,.,.,6%,26,222%[activator],9%[8.37 µM]
O=C1N=C(N2CCOCC2)S/C1=C\c1ccncc1,-2%,-8%,-8%,-15%,-36,-10%,4%
CN(C)CCNc1oc(/C=C/c2ccccc2)nc1C#N,1%,0%,-20%,-4%[2.32 µM],9,-17%,-10%
CC(=O)c1ccccc1OCC(=O)Nc1cccc(S(=O)(=O)N2CCCC2)c1,2%,.,-1%,3%,-1,-20%,-28%

# Nothing new here: an excerpt of the list.
SMILES,Tb PYK inh,LmPK inh,AmpC inh detg,AMA1 RON2 block,HCMV antiviral,AmpC inh no detg,HCV inhibitor
CN(C)CCNc1oc(/C=C/c2ccccc2)nc1C#N,1%,0%,-20%,-4%[2.32 µM],9,-17%,-10%
CC(=O)c1ccccc1OCC(=O)Nc1cccc(S(=O)(=O)N2CCCC2)c1,2%,.,-1%,3%,-1,-20%,-28%

# Remaining list, next part.
SMILES,Tb PYK inh,LmPK inh,AmpC inh detg,AMA1 RON2 block,HCMV antiviral,AmpC inh no detg,HCV inhibitor
COCCN(C(=O)C1CC1)c1nnc(-c2ccc(C)cc2)s1,-9%,6%,1%,-8%,30,71%[activator],-22%
COc1ccc(Br)cc1C(=O)Nc1ccccc1N1CCCC1,-2%,.,.,-11%,?,.,?
CCOc1ccc2nc(N3CCC(C(=O)Nc4nnc(CC)s4)CC3)sc2c1,-3%,-2%,-14%,-9%,26,7%,5%
COc1ccc(C(=O)N2CCN(C)C(=O)[C@@H]2C)cc1OC1CCN(C(C)=O)CC1,1%,-3%,1%,3%,-13,12%,15%
O=C(CCCc1ccccc1)Nc1cccnc1,2%,-2%,?,2%,15,-9%,11%
CSc1c(CC(=O)NCCCO)n(Cc2ccccc2)c2ccccc12,-13%,4%,?,0%,24,117%[activator],12%
O=S(=O)(Cc1ccccc1Cl)c1ncn[nH]1,-14%,5%,1%,0%,31,1%,-13%
CCN(c1ccc(NC(=O)CSc2ccc3c(c2)OCCO3)cc1)C(C)C,-28%,.,.,?,5,-13%,?
CCc1cc2c(=O)c(-c3cscn3)coc2cc1OC,.,1%,?,.,.,-26%,.
O=C(NC1CCCCCC1)c1cccnc1Sc1ccc(Cl)cc1,-3%,2%,-14%,4%[11.6 µM],-23,-13%,18%
Cc1ccc(C)c(NC(=O)CN(C)C(=O)c2ccccc2OCc2ccccc2Cl)c1,-8%,.,?,-7%,?,53%,?
Cc1ccc(C(C(=O)NC2CCCCC2)N(CC2CCCO2)C(=O)CNC(=O)c2cccs2)cc1 (stereo not drawn),1%,6%,-5%,-2%,-6,11%,26%
Cc1nn(C(=O)CCCn2cc([N+](=O)[O-])cn2)c(C)c1Cl,-8%,5%,9%,1%,-11,1%,13%
CCc1cc2c(=O)[nH]c(CC(N)=O)nc2s1,-4%,1%,-4%,0%,-13,-11%,22%
CCOc1cc(C(=O)CSc2nnc(CNc3ccc(Cl)cc3)o2)ccc1NC(=O)CC,-4%,16%,5%,13%,-87*,-16%,11µM*
COc1ccc(Cc2noc(CN(C)Cc3ccc(-n4cccn4)cc3)n2)cc1OC,-13%,0%,-1%,-8%,-20,98%[activator],?
COc1ccc(C2/C=C\CN(C(=O)Oc3ccc(C(F)(F)F)cc3)CC(=O)N2Cc2ccc(F)cc2)cc1 (stereo not drawn),3%,4%,3%,40%[activator],19,24%,-5%
CCOC(=O)c1cc(-c2ccc(OC)c(S(=O)(=O)Nc3ccc(OC)cc3OC)c2)on1,1%,.,-10%,.,?,.,.
CCOC(=O)N1CCN(Cc2nc3cc(NC(=O)CC)ccc3n2C(C)C)CC1,-6%,.,24%,.,-9,.,.
CCOC(=O)c1cnc2cc(C(F)(F)F)ccc2c1N1CCN(c2cccc(Cl)c2)CC1,5%,.,11%,.,14,.,.
Cc1ccccc1N(C(=O)c1ccco1)C(C(=O)NC1CCCC1)c1cccnc1 (stereo not drawn),-16%,-4%,3%,0%,-31,-4%,12%
Cn1c(=O)c2c(-c3ccccc3)n3c4ccccc4nc(-c4ccccc4)c3c2n(C)c1=O,0%,.,17%,.,6,.,.
CCOc1cc(/C=N/NC(=O)C(N)=O)cc(Br)c1O,-8%,-4%,-6%,-17%,?,-14%,11%
Cc1ccccc1NC(=O)c1ccc(Cl)c(NC(=O)c2cccnc2)c1,.,1%,2%,.,11,-6%,.
CC1(C)CC(=O)C(C(O)c2cccc([N+](=O)[O-])c2)C(C)(C)N1 (stereo not drawn),-1%,1%,?,-2%,25,-30%,11%
O=C(CN(C(=O)CCC(=O)Nc1ccccn1)c1ccc(F)cc1)NCCc1ccccc1,-6%,0%,-7%,7%,-37,48%,-2%
Cc1ccc(S(=O)(=O)N(C)C)cc1NC(=O)CN1C(=O)NC2(CCCc3ccccc32)C1=O (stereo not drawn),-2%,3%,?,9%,-6,-45%,?
COc1cccc(NC(=O)CSc2nnc(CNC(=O)c3ccccc3)n2C)c1,-20%,1%,-4%,-5%,22,.,5%
CCCNC(=O)C(=O)Nc1ccc2c(c1)N(S(=O)(=O)c1cccs1)CCC2,-6%,.,-8%,-12%,2,-25%,?
Cc1ccc(C)c(NC(=S)N(CCN(C)C)C(C)c2ccccn2)c1 (stereo not drawn),0%,10%[11.5 µM],5%,62%[activator],-27,-16%,1%
CC1CCc2c(sc(NC(=O)C3c4ccccc4Oc4ccccc43)c2C(=O)OC(C)C)C1 (stereo not drawn),1%,.,14%,.,0,.,.
COCCn1c(C)cc(C(=O)CSc2ncn[nH]2)c1C,-14%,0%,-9%,0%,115,-18%,-1%
CCC(Sc1nc2ccccc2o1)C(=O)O (stereo not drawn),-1%,0%,1%,-3%,-4,-5%,3%
CCOc1ccc(NC(=O)COc2ccccc2C(=O)NCc2ccccc2)cc1,0%,.,-4%,18%,-8,-23%,?
O=C(OCCN1CCCC1=O)c1cc(F)c(F)c(F)c1F,4%,-2%,0%,-7%,19,-23%,?
O=C(CCN1C(=O)/C(=C/c2cccs2)SC1=S)Nc1cccc(C(=O)O)c1,3%,6%,-3%,-10%,-25,-26%,18%
COc1ccc(-c2csc(-c3cc4ccccc4oc3=N)n2)cc1,-2%,-4%,-15%,96%[activator],-37,-46%,33%[activator]
O=C(COCc1cc(-c2ccc3c(c2)OCO3)on1)N1CCN(c2ccccc2)CC1,-1%&-2%,-4%,4%&-3%,-19%,32&3,31%,18%
Cc1cccc(N(CC(=O)N2CCCCCC2)S(C)(=O)=O)c1C,-3%,0%,-16%,25%,-23,1%,14%
Cc1cccc(Nc2nnc(-c3ccc(C)c(S(=O)(=O)NCC4CCCO4)c3)c3ccccc23)c1 (stereo not drawn),2%,.,9%,.,?,.,.
CCOC(=O)N1CCN(c2cc(C)c(C(C)=O)cc2F)CC1,0%,8%,-9%,-1%,0,-1%,-24%
Cc1ccc(OCC(=O)N/N=C\c2cn(Cc3ccccc3)c3ccccc23)cc1C,3%,0%,-19%,23%,?,-25%,-22%
O=C(NNC(=O)C(Cl)Cl)c1cnn(-c2ccccc2)c1C(F)(F)F,2%,0%,-12%,82%[activator],12,-14%,7%
COc1ccccc1C(=O)Nc1ccc(Oc2nnc(-c3ccc(C)cc3)c3ccccc23)cc1,-5%,-1%,?,-22%,-70*,-30%,?
COCCn1c(=O)[nH]c2cc(C(=O)NCc3ccccc3Cl)ccc2c1=O,-5%,.,9%,.,-69*,.,.
CC(C)(C)Sc1ccc(N)nc1,0%,-1%,-13%,14%,8,-5%,18%
Cc1ccc(-n2cccc2C(=S)N=P(N(C)C)(N(C)C)N(C)C)cc1,-23%,4%,-18%,-16%,-80*,40%,?
Cc1ccc(SCC(=O)NCCCc2ccccc2)cc1,6%,-1%,-1%,35%[activator],?,-3%,16%
COc1cc2c(C(=O)NCCCN3CCN(c4cccc(Cl)c4)CC3)cn(C)c(=O)c2cc1OC,-10%,-1%,-6%,7%,-6,51%,-5%

# Assay outcomes from PubChem BioAssay.
